From PubChem
Vif-APOBEC3G blk = blocks the Vif interaction with human APOBEC3G; HeLa A3G-eYFP + Vif (tagged APOBEC3G with the HIV-1 protein that degrades it), YFP fluorescence, overnight; Potency, µM (doses to about 46.1 µM), for the others: top-dose activity, negative = active, actives largely listed as inhibitors; AID 602310; 0.076% of 410,000 active; Q9HC16;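 further: on the % scale 0 is the no-effect control and ±100 the full control effect; nearly all actives have a fitted effect of over 60% in size; hits raise eYFP signal because A3G escapes Vif-driven loss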
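Read-out is eYFP fluorescence (Ex 488/Em 500-530) from Vif-expressing HeLa A3G-eYFP cells; more signal means A3G escaped Vif-mediated degradation. Cells plated overnight, compound pinned in, incubated overnight at 37 deg C.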
RXFP1 agonist = RXFP1 (human) receptor agonism; HEK293T-RXFP1 cAMP TR-FRET, 30 min; response scale: percent of porcine relaxin response, buffer zero; Potency, µM (series often up to 57.5 µM), for inactives: at the top dose activation, actives largely listed as activators; 0.3% of 370,000 active; Q9HBX9; further: on the % scale 0 is the no-effect control and ±100 the full control effect; nearly all actives have a fitted effect of over 60% in size; many of its hits are not listed in these tables
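Agonist response is measured as cAMP accumulation in an RXFP1-transfected HEK293T line under PDE4 inhibition. Values are scaled between buffer-only and 29 nM porcine relaxin, and EC50s come from standard Hill equation fits.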
rTrxR1 inhibitor = inhibitors of rat thioredoxin reductase 1; 1% of 390,000 active; recombinant rTrxR1, NADPH fluorescence consumption, selenite substrate; O89049; AID 588453; Potency, µM (doses to about 114 µM), without a hit: at the top dose activity change, negative = inhibition, usual class: inhibitors; further: on the % scale 0 is the no-effect control and ±100 the full control effect; nearly all actives have a fitted effect of over 65% in size
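Rat TrxR1 (90 nM in the dispensed reagent) was pre-reduced with 400 uM NADPH for 5 min at room temperature, then incubated with compound for 15 min. After 400 uM selenite was added, NADPH fluorescence (Ex 340/Em 450 nm) was followed for 8 min.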
12-LOX inh = ALOX12 (human) lipoxygenase inhibition; P18054; purified 12hLO, xylenol orange hydroperoxide absorbance; Potency, µM (series often up to 108 µM), for inactives: at the top dose activity change, negative = inhibition, most hits filed as inhibitors; 1.1% of 580,000 active; AID 1671190; further: on the % scale 0 is the no-effect control and ±100 the full control effect
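Purified human 12hLO at 150 nM in 25 mM Hepes, 0.01% Triton X-100, pH 7.0, preincubated 15 min at room temperature with compound. Reaction started with 40 uM arachidonic acid, 30 min at room temperature. Hydroperoxide measured by Fe-xylenol orange, 573/405 nm absorbance ratio.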
IDH1 R132H inh = blocks human mutant IDH1 R132H enzyme; O75874; IDH1-R132H enzyme, NADPH consumption, diaphorase/resazurin fluorescence; Potency, µM (doses to about 76.6 µM), for the others: at the highest dose activity change, negative = inhibition, usual class: inhibitors; 0.093% of 390,000 active; AID 602179; further: on the % scale 0 is the no-effect control and ±100 the full control effect; nearly all actives have a fitted effect of over 65% in size
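IDH1-R132H (0.5 ug/mL dispensed) in pH 7.5 Tris buffer was preincubated 30 min with compound, then given a substrate mix of 0.016 mM NADPH and 2 mM alpha-KG for 80 min at room temperature; remaining NADPH was read by diaphorase/resazurin fluorescence.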
TrxR1 substrate = is turned over as a substrate by rat TrxR1. O89049. Potency, µM (top dose mostly 114 µM), for the others: at the highest dose activity change, negative = substrate turnover. purified TrxR1 substrate turnover, NADPH consumption readout. 0.01% of 390,000 active; further: on the % scale 0 is the no-effect control and ±100 the full control effect; nearly all actives have a fitted effect of over 50% in size
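Rat TrxR1, dispensed at 90 nM, was prereduced with 400 uM NADPH (final) for 5 min at ~22 deg C, then incubated with compound 15 min before 400 uM selenite. A first-read NADPH fluorescence drop versus no-compound background flagged substrates.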
Vif-APOBEC3F blk = inhibitors of Vif-A3F interaction. HeLa A3F-eYFP + Vif (tagged APOBEC3F with the HIV-1 protein that degrades it), YFP fluorescence increase. Potency, µM (doses to about 46.1 µM), without a hit: at the top dose activity, negative = active. 0.2% of 390,000 active. AID 602313; further: % of control where 0% means no effect; nearly all actives have a fitted effect of over 65% in size
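HeLa cells stably expressing Vif plus C-terminally eYFP-tagged A3F were seeded, incubated overnight at 37 deg C, dosed with compound, incubated overnight again at 37 deg C. Yellow fluorescence (Ex 488/Em 500-530) reported blocked Vif-mediated A3F-eYFP degradation.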
RGS4 inh = inhibitors of human regulator of G protein signaling 4; Transcreener GDP fluorescence polarization, RGS4-accelerated GTP hydrolysis; 0.039% of 390,000 active; Potency, µM (highest dose often 114 µM), for inactives: at the highest dose activity change, negative = inhibition, usual class: inhibitors; P49798; further: on the % scale 0 is the no-effect control and ±100 the full control effect; nearly all actives have a fitted effect of over 75% in size; some results filed as inactive show a strong effect at the top dose
Target sequence (P49798 whole entry, looked up): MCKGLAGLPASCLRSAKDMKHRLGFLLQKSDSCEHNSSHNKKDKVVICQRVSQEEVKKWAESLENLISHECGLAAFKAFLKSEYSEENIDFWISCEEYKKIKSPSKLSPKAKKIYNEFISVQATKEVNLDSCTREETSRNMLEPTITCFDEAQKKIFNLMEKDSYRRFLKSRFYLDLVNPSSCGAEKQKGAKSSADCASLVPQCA
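MLSMR compounds (23 nl, pin-transferred) preincubated 10 min at room temperature with a 500nM (2x) first reagent, then RGS4 at 900nM (2x) plus Transcreener GDP mix added; fluorescence polarization (620/688 nm) read before and after 90 min at 30 °C.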
USP1 inh = inhibitors of human USP1/UAF1 deubiquitinase; O94782; 0.23% of 390,000 active; Potency, µM (doses to about 57.1 µM), for inactives: top-dose activity change, negative = inhibition, actives largely listed as inhibitors; recombinant USP1/UAF1, Ub-Rhodamine cleavage fluorescence; further: on the % scale 0 is the no-effect control and ±100 the full control effect; nearly all actives have a fitted effect of over 60% in size; inactives centre near -12
Target sequence (O94782 whole entry, looked up): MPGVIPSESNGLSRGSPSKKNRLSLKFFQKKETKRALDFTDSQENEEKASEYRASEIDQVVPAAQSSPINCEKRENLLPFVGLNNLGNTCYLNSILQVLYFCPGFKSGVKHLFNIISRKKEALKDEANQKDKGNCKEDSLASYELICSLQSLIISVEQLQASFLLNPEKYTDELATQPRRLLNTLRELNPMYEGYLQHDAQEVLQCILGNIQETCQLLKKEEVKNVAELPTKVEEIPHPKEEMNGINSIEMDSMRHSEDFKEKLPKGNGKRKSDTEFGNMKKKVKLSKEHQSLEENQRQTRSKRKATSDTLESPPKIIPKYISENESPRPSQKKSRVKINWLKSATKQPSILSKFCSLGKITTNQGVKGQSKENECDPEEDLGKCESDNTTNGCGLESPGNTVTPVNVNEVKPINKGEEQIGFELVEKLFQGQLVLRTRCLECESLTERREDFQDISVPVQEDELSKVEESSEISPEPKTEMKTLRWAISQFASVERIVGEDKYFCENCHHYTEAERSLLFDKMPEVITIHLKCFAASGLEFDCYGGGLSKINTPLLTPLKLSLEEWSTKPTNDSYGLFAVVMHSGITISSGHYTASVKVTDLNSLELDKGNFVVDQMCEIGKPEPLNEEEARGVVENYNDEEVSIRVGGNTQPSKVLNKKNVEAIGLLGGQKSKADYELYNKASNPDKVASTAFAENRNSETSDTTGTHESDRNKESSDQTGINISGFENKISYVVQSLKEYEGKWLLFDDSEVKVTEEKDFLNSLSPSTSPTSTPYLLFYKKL
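In this screen, compounds sit with the deubiquitinase complex (1nM) for 15 min at room temperature before Ub-Rho is added at 150nM final. Fluorescence rise is then followed for 6 reads every 60 seconds.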
* hit, by the source's call; ? = inconclusive; nt = no result given; [ ] = another dose, or the depositor's remark. The call rests on the fitted dose curve; in most records, active means well fitted curve in the direction sought with a large enough effect; inconclusive means small, poorly fitted or top-dose-only effect, or another doubt; inactive means no such curve, though single readings can be large; an effect the other way counts as inactive or inconclusive. Potency means the concentration at half of the fitted maximal effect. The list is partial; rates above refer to the full screens.

structure,Vif-APOBEC3G blk,RXFP1 agonist,rTrxR1 inhibitor,12-LOX inh,IDH1 R132H inh,TrxR1 substrate,Vif-APOBEC3F blk,RGS4 inh,USP1 inh
Nc1cc(N)cc(-c2nc3ccccc3[nH]2)c1,2%,-2.6%,11%,-14%,8%,39%[activator],-6%,-3%,-22%
Cc1ccc(NC(=O)c2ccc3c(c2)NC(=O)CS3)nc1,-4%,0.9%,-7%,?,-8%,-1%,-16%,-39%,-9%
COc1ccccc1NC(=O)N(Cc1ccco1)Cc1cc2c(C)ccc(C)c2[nH]c1=O,0%,0.9%,-7%,23%,10%,-3%,-7%,-7%,4%
COc1ccc(C(=O)Nc2nc(C)cc(C)n2)cc1,-4%,2.4%,7%[57.1 µM],1%,-4%,4%[57.1 µM],5%,8%,-9%
CC(CN(C)Cc1ccccc1)OC(=O)c1ccccc1F (stereo not given),-2%,0.4%,-5%,-2%,9%,-2%,-8%,-34%,-17%
Oc1c(C(Nc2nccs2)c2ccc(C(F)(F)F)cc2)ccc2cccnc12 (stereo not given),-14%,0.4%,-11%,-19%,6%,-5%,12%,-11%,-9%
Cc1ccc(Nc2nnc(-c3cc4c(ccc5ccccc54)oc3=O)s2)cc1,7%,-1.4%,20%,-10%,-2%,7%,7%,-11%,-2%
COc1ccc(NC(=O)CSc2nnc(-c3ccncc3)n2CC2CCCO2)c(OC)c1 (stereo not given),1%,-0.4%,-10%,24%,12%,-9%,4%,-9%,-19%
Cc1cc(C)c2nc(SCC(=O)NCCN3C(=O)CSC3=O)cc(C)c2c1,4%,5.8%,-13%,8%,-2%,-6%,-5%,-7%,0%
Cc1cc(C(=O)CSc2nncn2C)c(C)n1-c1ccccc1,0%,2.4%,16%,-2%,7%,0%,1%,11%,-7%
Cc1ccc(CNC(=O)CS(=O)Cc2nc(-c3ccccc3Cl)oc2C)cc1 (stereo not given),0%,6.8%,-1%,-25%,12%,-5%,2%,-15%,-22%
CC(=O)Nc1cccc(NC(=O)CSc2n[nH]c(-c3ccccc3)n2)c1,-15%,1.1%,-10%,382%[activator],-9%,-7%,-3%,2%,-22%
Cc1cc(NS(=O)(=O)c2ccc(NC(=O)c3cc4c(=O)n5ccccc5nc4s3)cc2)nc(C)n1,-5%,17%,36%,-10%,-4%,47%[activator],-1%,-22%,-28%
COc1cccc(NC(=O)N2CCCC2)c1,2%,1.7%,20%,-4%,-3%,3%,-8%,1%,-17%
Cc1c(C(=O)NCc2ccc3c(c2)OCO3)oc2ccccc12,-10%,0.6%,17%,?,0%,0%,5%,16%,-17%
O=C(N/N=C/c1cc([N+](=O)[O-])ccc1O)C12CC3CC(CC(C3)C1)C2,0%,3.0%,20%,1%,-2%,1%,?,11%,-9%
CC(C)CC(=O)c1c[nH]c(C(=O)NCC2CCCO2)c1 (stereo not given),0%,-0.4%,15%[57.1 µM],-24%,-3%,6%[57.1 µM],-10%,-6%,-5%
CCCCC(C)Sc1nc2c([nH]1)c(=S)n(C)c(=O)n2C (stereo not given),-1%,nt,4%[11.4 µM],-28%,-3%,6%[57.1 µM],-28%,-16%,-19%
Cc1ccc(S(=O)(=O)N2CCN(S(=O)(=O)c3ccccc3Br)C2=O)cc1,0%,nt,7%,-6%,1%,6%,-13%,-4%,-16%
O=C(COc1ccccc1/C=C1/NC(=O)NC1=O)Nc1ccccc1,1%,-0.1%,-19%,-34%,1%,-11%,0%,-44%[11.4 µM],-22%
CN(Cc1ccccc1)C(=O)COC(=O)c1cc(-c2ccc(Cl)s2)nc2ccccc12,-3%,1.5%,58%[activator],-5%,-1%,72%[activator],-3%,3%[56.9 µM],-17%
CCN(Cc1nc(-c2cccc(C)c2)no1)C(=O)c1ccco1,0%,0.6%,?,-10%,11%,1%,9%,-15%,?
CCOc1ccc(CCNC(=O)c2cccc(-n3c(C)nc4cccnc43)c2C)cc1,8%,-1.5%,16%,-16%,11%,2%,3%,-1%,-12%
COc1ccc(C(=O)NCC(c2ccco2)N2CCc3ccccc32)cc1OC (stereo not given),0%,3.6%,-7%,-24%,5%,-13%,13%,-9%,-21%
O=C(Nc1ccc(Cl)cc1)Nc1ccc(N2CCCC2)c(S(=O)(=O)Nc2ccccc2Cl)c1,-7%,2.6%,12%,-14%,-1%,1%,-10%,-5%,-9%
CCCCN(C)Cc1cc(=O)oc2cc3c(cc12)CCCC3,-5%,-0.3%,-4%[57.1 µM],5%,6%,-1%[57.1 µM],0%,?,0%
CCSc1oc(-c2ccco2)nc1S(=O)(=O)c1ccccc1,3%,-1.9%,?,?,3%,-6%,6%,-19%,-15%
CCOC(=O)C1CCN(C(=O)COC(=O)COc2ccccc2OC)CC1,0%,0.2%,8%[57.1 µM],1%,-8%,7%[57.1 µM],-4%,7%,-16%
CN(C)c1nc2sc3c(c2c(=O)n1C)CC(C)(C)OC3,1%,2.0%,-12%,3%,21%,-10%,4%,7%,1%
CCC1(c2ccccc2)NC(=O)N(CC(=O)NCc2ccc(F)cc2)C1=O (stereo not given),-2%,-4.9%,37%[activator],-5%,0%,6%,-6%,1%,-11%

Some of these compounds in order of length of the SMILES, high to low.
structure,Vif-APOBEC3G blk,RXFP1 agonist,rTrxR1 inhibitor,12-LOX inh,IDH1 R132H inh,TrxR1 substrate,Vif-APOBEC3F blk,RGS4 inh,USP1 inh
Cc1ccc(Nc2nnc(-c3cc4c(ccc5ccccc54)oc3=O)s2)cc1,7%,-1.4%,20%,-10%,-2%,7%,7%,-11%,-2%
COc1ccc(C(=O)NCC(c2ccco2)N2CCc3ccccc32)cc1OC (stereo not given),0%,3.6%,-7%,-24%,5%,-13%,13%,-9%,-21%
CCOC(=O)C1CCN(C(=O)COC(=O)COc2ccccc2OC)CC1,0%,0.2%,8%[57.1 µM],1%,-8%,7%[57.1 µM],-4%,7%,-16%
COc1ccc(C(=O)Nc2nc(C)cc(C)n2)cc1,-4%,2.4%,7%[57.1 µM],1%,-4%,4%[57.1 µM],5%,8%,-9%

Further structures:
Under each structure – Vif-APOBEC3G blk	RXFP1 agonist	rTrxR1 inhibitor	12-LOX inh	IDH1 R132H inh	TrxR1 substrate	Vif-APOBEC3F blk	RGS4 inh	USP1 inh
- Cc1ccnc(NCc2cccc3ccccc23)c1
→ -5%	4.3%	3%	?	2%	-3%	-6%	-4%	-24%
- COC(=O)[C@]1(Cc2ccccc2)N[C@H](c2ccc(-c3ccccc3)cc2)[C@@H]2C(=O)N(C)C(=O)[C@@H]21
→ 2%	0.0%	8%	-17%	21%	4%	3%	-3%	-17%
- Fc1ccc(-c2nc(-c3cccs3)no2)cc1
→ 1%	-1.8%	3%	-2%	-8%	-5%	-4%	23%[11.4 µM]	-11%
- Cc1cc(NC(=O)COc2ccccc2)cc(-c2nc3ccccc3o2)c1O
→ 6%	-3.0%	20%	-6%	-13%	-2%	5%	36%	-20%
- CCC(=O)Nc1cccc(C(=O)c2ccc(C)c(C)c2)c1
→ 3%	2.0%	6%	-1%	-8%	-7%	1%	29%	-13%
- CCOC(=O)c1cnc2ccc(Cl)cc2c1N1CCN(C)CC1
→ -2%	8.0%	-22%	-20%	0%	-6%	-14%	-17%	8%
- CCOC(=O)c1c(C)[nH]c(C(=O)OCC(=O)NCc2ccc(F)cc2)c1C
→ -9%	3.5%	10%	4%	-11%	-7%	-5%	11%	-14%
- COCCSc1ncnc2c1oc1nc3c(cc12)COC(C)(C)C3
→ -7%	-1.0%	7%	34%[activator]	1%	-2%	-5%	23%	-9%
- CCOc1ccc(S(=O)(=O)N2CCC(C(=O)NCc3cccnc3)CC2)cc1
→ 0%	-0.7%	-12%	3%	2%	-10%	3%	-10%	-5%
- CC(NC(=O)Cc1cccs1)C(c1cccs1)N1CCN(c2ccccc2F)CC1 (stereo not given)
→ 2%	3.1%	10%	?	-4%	-2%	-8%	29%	-11%
- COc1ccc(CCn2nnnc2C(c2ccc(C)cc2)N2CCN(C)CC2)cc1OC (stereo not given)
→ -3%	1.9%	-1%	?	3%	5%	2%	11%	-17%
- COc1ccc(NC(=O)c2ccccc2NC(=O)CSc2ccc(C)cc2)cc1
→ -14%	-1.3%	15%	?	2%	4%	-4%	-3%	-10%
